# SKN-1 block: blocks SKN-1 activity in C. elegans. inhibition, % at 21.8 µM. C. elegans VP596 Pgst-4::GFP/RFP ratio, acrylamide-induced, 24 h. 360,000 tested, 0.49% active;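 active = interference check ratio from 0.5 to 1.5 plus GFP to RFP signal ratio inhibition reaching or exceeding a fixed threshold, cut at about 30% in these data, passing the limit was not always enough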; also: some compounds called inactive have numbers as strong as hits
# DNMT1 block: blocks human DNA methyltransferase DNMT1 | P26358 | DNMT1 molecular beacon, Hinp1I cleavage, fluorescence | inhibition (reported as % activation of signal), % at 10 µM | 360,000 tested, 0.83% active; in the data active = inhibition above about 50%
# SUMO1-SIM PPI: SUMO1-SIM interaction modulation; SUMO1 binding to a labelled peptide, TR-FRET, 1 h; inhibition, % at 20 µM; 360,000 tested, 0.33% active; P63165; AID 602429; in the data active = inhibition above about 37%
# Target sequence (P63165 whole entry, looked up): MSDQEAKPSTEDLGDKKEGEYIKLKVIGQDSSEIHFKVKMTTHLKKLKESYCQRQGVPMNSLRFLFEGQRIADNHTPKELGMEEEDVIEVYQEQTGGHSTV
# STEP inh: blocks human striatal-enriched tyrosine phosphatase | P54829 | recombinant STEP, OMFP fluorogenic substrate, fluorescence | AID 588621 | 360,000 tested, 0.25% active | inhibition, % at 20 µM;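 active = inhibition at 20 µM, scaled per plate between control wells, above about 37%, limit read from the data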;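 also: 0% = DMSO with enzyme and substrate and 100% = substrate only without enzyme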
# Target sequence (P54829 whole entry, looked up): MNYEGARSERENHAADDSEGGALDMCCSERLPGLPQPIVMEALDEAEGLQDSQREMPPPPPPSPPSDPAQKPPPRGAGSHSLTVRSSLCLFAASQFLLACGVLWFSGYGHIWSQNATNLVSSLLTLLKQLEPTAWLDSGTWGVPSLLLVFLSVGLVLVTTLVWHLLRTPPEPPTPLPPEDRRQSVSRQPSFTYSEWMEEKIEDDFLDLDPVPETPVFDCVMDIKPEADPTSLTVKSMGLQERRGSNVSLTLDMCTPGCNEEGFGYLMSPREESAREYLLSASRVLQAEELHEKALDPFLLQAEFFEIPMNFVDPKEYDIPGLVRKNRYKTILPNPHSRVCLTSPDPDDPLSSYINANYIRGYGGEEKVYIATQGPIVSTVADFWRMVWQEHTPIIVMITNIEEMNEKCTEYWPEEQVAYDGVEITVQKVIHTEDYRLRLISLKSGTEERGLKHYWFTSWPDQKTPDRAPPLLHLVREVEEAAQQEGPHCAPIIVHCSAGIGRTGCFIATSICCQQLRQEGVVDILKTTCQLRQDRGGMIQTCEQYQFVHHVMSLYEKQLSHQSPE
#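 Measure: Control-normalized % inhibition with plate pattern correction | Test system: STEP phosphatase, cell-free reaction | Medium: pH 6.0 Bis-Tris with DTT and Tween 20 | Technique: Fluorescence, 480/540 nm | Times: Reaction 20 min, ambient temperature | Doses: Single compound dose of 20 µM, 1% DMSO final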
# Scp1 inh: blocks human Scp-1 phosphatase activity | 340,000 tested, 0.88% active | Recombinant Scp1, phosphopeptide, malachite green phosphate absorbance | Q9GZU7 | inhibition, % at 20 µM;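 active = inhibition above about 50% at 20 µM, limit read from the data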;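 also: plate controls were DMSO wells with enzyme for no effect and wells lacking enzyme for full effect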
# Target sequence (Q9GZU7 76-261 limits assumed): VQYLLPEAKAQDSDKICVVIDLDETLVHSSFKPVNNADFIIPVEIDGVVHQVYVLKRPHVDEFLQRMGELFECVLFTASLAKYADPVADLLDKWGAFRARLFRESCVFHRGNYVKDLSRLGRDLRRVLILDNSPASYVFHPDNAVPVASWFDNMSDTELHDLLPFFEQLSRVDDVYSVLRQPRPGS
#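 Material – SCP-1 phosphatase catalytic domain, residues 76-261 · Buffer or medium – Acidic Tris acetate buffer with magnesium and detergent · Also added – Phospho 17-mer peptide substrate · Compound – single 20 µM dose, 1% DMSO · Times – 45 min room-temperature reaction, 5 min colour, 30 min stabiliser · Technique – Phosphate-binding colour reagent, absorbance read at 630 nm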
# MT1-MMP act inh: MT1-MMP (human) activation inhibition | 360,000 tested, 0.061% active | P50281 | HT1080 RFP-PRO-GFP cells, GFP/RFP ratio fluorescence, overnight; percent of plate control window, DMSO zero | AID 651647 | GFP/RFP ratio change, % at 20 µM;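 active = GFP/RFP ratio change of at least 30% with cell ATP level not reduced by more than half and red fluorescence within 50% of control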; also: strong numbers were not always called active
#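 Read-out: GFP/RFP fluorescence ratio; Test system: RFP-PRO-GFP reporter HT1080 cells; Compound dosing: single-point 20 µM compound, 1% DMSO; Times: overnight compound exposure at 37 °C.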
# NadD block: NadD (S. aureus) enzyme inhibition; purified NadD enzyme, colorimetric absorbance read-out; inhibition, % at 20 µM; 360,000 tested, 0.78% active; AID 602399; in the data active = inhibition above about 26%; also: some compounds past the cut are filed as inactive
# LMPTP inh: blocks human LMPTP phosphatase; P24666; recombinant LMPTP-A, OMFP fluorogenic substrate, fluorescence intensity; inhibition, % at 20 µM; 360,000 tested, 0.22% active;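 active = compounds that cut the enzyme signal by at least half of the control window in the single-dose screen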;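 also: plate controls were DMSO wells with enzyme plus substrate for no effect and substrate without enzyme for full effect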
# Target sequence (P24666 whole entry, looked up): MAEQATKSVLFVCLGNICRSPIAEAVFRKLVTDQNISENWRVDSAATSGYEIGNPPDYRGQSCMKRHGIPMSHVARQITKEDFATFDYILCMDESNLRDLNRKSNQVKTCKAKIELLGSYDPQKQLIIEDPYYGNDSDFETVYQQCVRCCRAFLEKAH
#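 Material: LMPTP-A; amount: 0.625 nM enzyme; doses: single 20 µM dose; times: reaction 50 min, room temperature, dark; technique: fluorescence intensity of OMFP turnover product; benchmarks: no-enzyme and uninhibited controls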
# CendR NRP1 mod: alters CendR peptide binding to human NRP-1 | O14786 | inhibition, % at 25 µM | AID 602438 | FAM-RPARPAR peptide binding to NRP-1, fluorescence polarization | 360,000 tested, 0.85% active;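 active = inhibition or corrected inhibition above about 18%, plus a signal ratio from 0.5 to 1.5, limit read from the data, passing the limit was not always enough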; also: strong numbers were not always called active
# Rpn11 inh: blocks the human proteasome subunit Rpn11 | O00487 | human 26S proteasome, Ub4-pepOG fluorescence polarization; 20S core pre-blocked with epoxomicin | 360,000 tested, 0.59% active | calls only at 20 µM;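 active = inhibition at 20 µM, scaled to each plate's controls, above about 33%, limit read from the data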
# * = called active by the depositor; i = inactive; . = not tested or not shown; + = active, no number.
SMILES | SKN-1 block | DNMT1 block | SUMO1-SIM PPI | STEP inh | Scp1 inh | MT1-MMP act inh | NadD block | LMPTP inh | CendR NRP1 mod | Rpn11 inh
CC(C)(C)C(=O)CN1C2=NCCN2c2ccccc21 | 4 | 1 | -2 | -3 | -1 | 2 | -2 | -0.6 | -1 | i
Cc1cccc(-c2nc3cc([N+](=O)[O-])ccc3o2)c1 | 8 | 10 | -3 | 3 | -7 | -1 | -2 | -1.1 | -11 | i
COc1ccc2cc(C(=O)N3CCN(c4ccc(F)cc4)CC3)[nH]c2c1 | 22 | -7 | -6 | -1 | -7 | 4 | -1 | 0.8 | 9 | i
Nc1cc(N)nc(SCC(=O)NCc2ccc3c(c2)OCO3)n1 | 4 | -8 | 1 | 5 | 2 | 0 | 2 | 7.3 | -14 | i
CCC(C)c1ccccc1NC(=S)NC(=O)c1ccco1 (stereo not drawn) | 13 | 2 | 3 | 1 | -5 | 0 | 2 | 6.2 | 3 | i
COc1ccc(C2C3=C(CC(C)(C)CC3=O)N(C)C3=C2C(=O)CC(C)(C)C3)cc1OC | 5 | -5 | -9 | -1 | -4 | 0 | 4 | -0.9 | -4 | i
O=C(CCS(=O)(=O)Cc1ccccc1F)NCCc1ccc(Cl)cc1 | 9 | 1 | 2 | 1 | -10 | -2 | -6 | -1.5 | -3 | i
N#Cc1ccc(NC(=O)COC(=O)CCc2nc3ccccc3c(=O)[nH]2)cc1 | -10 | 3 | -1 | -1 | -5 | -1 | -1 | 0.9 | -3 | i
COc1ccc(/C(C)=N/NC(=O)Cc2c(C)nc(C)[nH]c2=O)cc1 | 1 | 1 | 0 | -1 | 8 | 4 | 1 | -1.9 | 4 | i
CCN(CC)C(=O)CSc1nnc(-c2cccs2)n1Cc1ccco1 | 2 | 3 | -1 | 1 | 6 | -1 | -2 | -1.4 | 1 | i
COc1ccc(CCN2CC(C(=O)Nc3nccs3)CC2=O)cc1OC (stereo not drawn) | 3 | 0 | 1 | 2 | -2 | 1 | -2 | -1.0 | 7 | i
COC(CNC(=O)c1c[nH]c2ccc(S(=O)(=O)N3CCC4(CC3)OCCO4)cc2c1=O)OC | 9 | 0 | 2 | -1 | -1 | -6 | -2 | -2.8 | -10 | i
O=C(COC(=O)c1cc(=O)[nH]c2ccccc12)NCCc1ccccc1 | -6 | 3 | -16 | 3 | -2 | 1 | 1 | -0.9 | 10 | i
COc1cccc(CCNC(=O)COc2cccc3c2OC(C)(C)C3)c1 | 12 | 6 | 6 | -1 | -8 | 3 | -8 | 0.4 | -2 | i
CCCCNCCS(=O)(=O)NCc1ccccc1 | 3 | 5 | 0 | 12 | -2 | 1 | -2 | -1.7 | -13 | i
Cc1ccc(-c2nc3ccccc3o2)cc1NC(=S)NC(=O)c1cc2ccccc2o1 | 15 | 49 | -2 | 1 | -7 | -3 | 16 | 0.1 | -15 | +
CCCOC(=O)Nc1nnc(CCC)s1 | 1 | -1 | -1 | 0 | -4 | -5 | -5 | 1.0 | 3 | i
O=C(C[n+]1ccccc1)Nc1ccccc1Br | 12 | 4 | -3 | 2 | -1 | -1 | -4 | 0.1 | 7 | i
COc1ccc(/C=C/CN2CCN(Cc3ccc(C)cc3)C(CCO)C2)cc1 (stereo not drawn) | 0 | 2 | -3 | -3 | -13 | 2 | -10 | -0.6 | -4 | i
O=C(NCC1CCN(Cc2cccc(Cl)c2)CC1)Nc1ccc(Cl)cc1 | 20 | -5 | -2 | 2 | -4 | 2 | 3 | 0.8 | 14 | i
C=CC(C)(C)c1cc2cc3ccoc3cc2oc1=O | 19 | 6 | 1 | -1 | 9 | -2 | -6 | 0.2 | 13 | i
Cc1ccc(NC(=O)Cc2ccccc2Cl)cc1S(=O)(=O)N(C)C | 0 | 0 | 2 | 3 | -8 | -3 | 2 | 1.2 | -9 | i
O=C(O)CSCC(=O)NCc1ccccc1Cl | 4 | 1 | 0 | -4 | -6 | 6 | 1 | -1.1 | 12 | i
Cc1ccc2[nH]c(=O)c(C(c3nnnn3CCc3ccccc3)N3CCOCC3)cc2c1 (stereo not drawn) | 10 | -5 | -12 | 4 | -5 | -12 | 5 | 0.7 | 1 | i
COc1cccc(CNS(=O)(=O)c2ccccc2Br)c1OC | -4 | 6 | 4 | 1 | -8 | 1 | -1 | -1.6 | 5 | i
COc1ccc(CNc2ncc(-c3ccc(Cl)cc3)n2C)c(OC)c1OC | 11 | 27 | 3 | -1 | -5 | -1 | -2 | -0.1 | 9 | i
O=S(=O)(Cc1ccccc1)N1CCc2ccccc2C1 | 7 | -3 | -1 | 1 | -13 | 0 | -6 | -0.4 | -7 | i
CCOCCCNc1c(CC)c(C)c(C#N)c2nc3ccccc3n12 | -2 | 1 | -10 | -1 | -8 | 2 | 0 | -0.3 | 14 | i
O=C(COc1ccccc1)N1CCN(C(=O)c2ccccc2F)CC1 | 9 | 1 | 3 | -2 | -6 | -1 | -7 | -1.1 | 4 | i
COC(=O)CC(=O)CSc1nc2c(cc1C#N)CCCCC2 | 3 | 2 | -9 | -1 | 0 | -6 | 1 | 0.5 | -8 | i

# Quoted at random: 2 records from the list
SMILES | SKN-1 block | DNMT1 block | SUMO1-SIM PPI | STEP inh | Scp1 inh | MT1-MMP act inh | NadD block | LMPTP inh | CendR NRP1 mod | Rpn11 inh
CCC(C)c1ccccc1NC(=S)NC(=O)c1ccco1 (stereo not drawn) | 13 | 2 | 3 | 1 | -5 | 0 | 2 | 6.2 | 3 | i
O=C(O)CSCC(=O)NCc1ccccc1Cl | 4 | 1 | 0 | -4 | -6 | 6 | 1 | -1.1 | 12 | i

# Structures listed above that bear a hit mark in Rpn11 inh:
smiles	SKN-1 block	DNMT1 block	SUMO1-SIM PPI	Scp1 inh	MT1-MMP act inh	NadD block	LMPTP inh	CendR NRP1 mod	Rpn11 inh
Cc1ccc(-c2nc3ccccc3o2)cc1NC(=S)NC(=O)c1cc2ccccc2o1	15	49	-2	-7	-3	16	0.1	-15	+

# (more compounds)
# Below each compound – SKN-1 block	DNMT1 block	SUMO1-SIM PPI	STEP inh	Scp1 inh	MT1-MMP act inh	NadD block	LMPTP inh	CendR NRP1 mod	Rpn11 inh
> O=C(CSc1nnc(CNC(=O)c2ccco2)o1)NC1CCCC1
 : 7	1	-2	2	-7	-7	-1	0.5	-3	i
> COc1ccc(CCNS(=O)(=O)c2ccc(Cl)cc2)cc1OC
 : 2	1	5	-2	-10	6	-5	-0.7	7	i
> CCOc1ccc2oc(C(=O)NC3CCN(Cc4ccccc4)CC3)c(C)c2c1
 : 3	1	-1	-4	-2	5	-9	-1.6	-2	i
> COc1cccc(/C=C2\SC(=S)N(C(C)C(=O)NC3C=CS(=O)(=O)C3)C2=O)c1 (stereo not drawn)
 : 7	0	-30	0	3	-2	-6	-0.4	5	i
> CC(=O)OCCCN1c2ccccc2Nc2nnc(-c3ccccc3)cc21
 : -5	-3	0	-2	0	1	-4	3.4	5	i
> Cc1ccc(CNC(=O)c2cc3ccccc3oc2=O)cc1
 : 8	1	-30	1	-5	2	-5	1.1	7	i
> Cc1cc(C)nc(NS(=O)(=O)c2ccc(NC(=O)CSc3ncn[nH]3)cc2)n1
 : 6	0	-1	2	-1	-3	-6	-0.5	3	i
> Cc1ccc(C(=O)Nc2nnc(-c3cccs3)s2)cc1C
 : -12	12	9	-7	-2	2	0	-0.5	14	i
> CCn1cc(C(=O)OCC(=O)NCc2ccccc2Cl)c(=O)c2ccc(C)nc21
 : -7	-1	4	0	-4	4	-1	-2.4	10	i
> CCCCC(=O)N(C)c1c(CC)nc2c(OCC(=O)N(C)C)cccn12
 : 2	3	-3	2	.	-3	0	-0.9	4	i
> Cc1ccc(S(=O)(=O)/N=S(/c2ccccc2)C(C)C)cc1 (stereo not drawn)
 : -7	0	2	1	-13	1	6	-1.7	9	i
> O=C(CN1CC(=O)Oc2ccccc21)OCC(=O)c1ccc(Br)cc1
 : 14	-3	1	4	-15	-1	-1	0.6	-18	i
> Cc1cccc(N2CCN(S(=O)(=O)c3ccc4c(c3)CCCN4C(=O)C3CCC3)CC2)c1C
 : -6	-1	1	5	-2	3	9	2.4	4	i
> O=C(c1ccco1)c1cn(CC(=O)N2CCCc3ccccc32)c2ccccc12
 : 2	-2	-2	1	-6	-2	1	2.1	-19	i
> Cc1cc(C(=O)Nc2ccc(CC(=O)O)cc2)c(C)o1
 : 7	3	2	0	7	1	0	-1.3	0	i
> CN(Cc1nc2ccccc2c(=O)[nH]1)C(=O)c1ccc(NC(=O)CSc2nnnn2C)cc1
 : -10	-1	-4	-3	-5	-3	-1	-6.6	9	i
> CCCCNC(=S)NCCN1CCN(C(=S)NCCCC)CC1
 : -10	3	-4	1	-3	3	-3	-1.0	15	i
> COc1cc(C(=O)N(C(C)C)C2CCCCC2)cc(OC)c1OC
 : 0	4	-1	-3	.	0	-1	-1.6	-7	i
> COc1ccc(C(=O)N/C(=C\c2cccc3ccccc23)C(=O)NCCc2c[nH]c3ccccc23)cc1OC
 : 29	-5	-3	1	-6	-5	10	2.3	4	i
> CCOCCCn1c(SCc2nc3ccccc3s2)nc2ccccc2c1=O
 : 6	-8	-2	1	-17	-7	-3	5.6	-12	i
> CC(=O)Nc1cccc(-c2ccnc3c2CC(C(=O)NCc2ccc(N4CCN(C)CC4)cc2)O3)c1 (stereo not drawn)
 : 18	3	6	4	.	-1	-8	-0.2	7	i
> CN1CCN(C(=O)C2=C[C@H](c3csc4ccccc34)C[C@H](OCCCCO)O2)CC1
 : 1	0	-1	-3	-4	-3	0	-0.4	-6	i
> CN1CCC(C)(C(=O)Nc2cccc(Oc3ccccc3)c2)C1 (stereo not drawn)
 : -19	4	-3	-1	.	0	2	1.0	-1	i
> O=C(COc1ccccc1Cl)N1CCN(c2ccccn2)CC1
 : -18	1	-9	1	2	6	2	4.3	-4	i
> C1=C(C(c2nnnn2C2CCCCC2)N2CCCCC2)COc2ccccc21 (stereo not drawn)
 : 12	2	1	2	-7	-7	3	0.6	-3	i
> CCN(CC)S(=O)(=O)c1cc(C(=O)Nc2cc(S(=O)(=O)N3CCOCC3)ccc2N2CCN(C)CC2)ccc1C
 : 10	-1	2	2	-8	-2	-5	-0.6	-7	i

# 3 entries from above, arranged by the value under LMPTP inh, smallest number first.
Structure | LMPTP inh
COc1cccc(CNS(=O)(=O)c2ccccc2Br)c1OC | -1.6
Cc1cc(C(=O)Nc2ccc(CC(=O)O)cc2)c(C)o1 | -1.3
CCCOC(=O)Nc1nnc(CCC)s1 | 1.0
